Compound activity deposited in PubChem BioAssay by National Center for Advancing Translational Sciences (NCATS).
N370S GC: qHTS Assay for Inhibitors and Activators of N370S glucocerebrosidase as a Potential Chaperone Treatment of Gaucher Disease | 330,000 tested, 0.092% active | N370S GC spleen homogenate, 4MU-glucoside fluorescence | Potency, µM (top dose mostly 59.4 µM), for the others: top-dose activity change, negative = inhibition, usual class: inhibitors;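 further: 0% = full enzyme activity and -100% = no enzyme basal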
FEN1 inh: qHTS Assay for the Inhibitors of Human Flap endonuclease 1 (FEN1); Potency, µM (highest dose often 114 µM), inactives show at the highest dose activity change, negative = inhibition, actives largely listed as inhibitors; 390,000 tested, 0.35% active; AID 588795, 2011; Recombinant FEN1 flap cleavage, fluorescence, 15 min; P39748; further: nearly all actives have a fitted effect of over 65% in size
Target sequence (P39748 whole entry, looked up): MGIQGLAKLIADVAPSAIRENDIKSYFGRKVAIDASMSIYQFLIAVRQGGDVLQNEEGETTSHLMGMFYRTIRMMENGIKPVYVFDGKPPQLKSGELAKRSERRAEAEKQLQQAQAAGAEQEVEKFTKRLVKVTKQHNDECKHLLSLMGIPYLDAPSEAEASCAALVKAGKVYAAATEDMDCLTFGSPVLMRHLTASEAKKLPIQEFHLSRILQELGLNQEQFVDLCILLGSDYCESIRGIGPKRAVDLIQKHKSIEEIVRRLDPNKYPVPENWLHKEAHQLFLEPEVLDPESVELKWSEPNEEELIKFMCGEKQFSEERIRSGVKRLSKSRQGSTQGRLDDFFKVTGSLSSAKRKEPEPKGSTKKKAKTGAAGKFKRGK
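Enzyme 10 nM, 15 min RT preincubation with compound; start with substrate 50 nM final; reads at 0 and 15 min; qHTS titration, four-parameter Hill fit.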
TDP1 cell CPT: qHTS for Inhibitors of human tyrosyl-DNA phosphodiesterase 1 (TDP1): qHTS in cells in presence of CPT | chicken DT40 Tdp1-/-;hTDP1 cells + 20 nM CPT, ATP luminescence, 48 h | Potency, µM (top dose mostly 46.2 µM), without a hit: at the top dose activity change, negative = growth inhibition, usual class: inhibitors | 420,000 tested, 12% active; further: nearly all actives have a fitted effect of over 55% in size
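Chicken DT40 Tdp1-/- cells stably complemented with human TDP1 were seeded at 400 cells/well in medium containing 20 nM camptothecin, exposed to pin-transferred compounds, and grown at 37 °C for at least 48 hr. Viability was read as ATP luminescence.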
* hit, by the source's call; ? = inconclusive; . = no result given; [ ] = dose if it differs, or a comment. The call rests on the fitted dose curve; in most records, active means well fitted curve in the direction sought with a large enough effect; inconclusive means small, poorly fitted or top-dose-only effect, or another doubt; inactive means no such curve, though single readings can be large; an effect the other way counts as inactive or inconclusive. Unless noted, on the % scale 0 is the no-effect control and ±100 the full control effect; potency means the concentration at half of the fitted maximal effect. This is a subset. The share of hits here may be higher or lower than overall.

structure | N370S GC | FEN1 inh | TDP1 cell CPT
COc1ccc(CNC(=O)COC(=O)c2ccccc2C(=O)c2ccccc2)cc1 | 21% | 3% | ?
CC1CCC/C(=N\NC(=S)Nc2ccccc2)C1 (stereo not drawn) | 11% | 0% | 8.2µM*
COc1ccc(/C=C2\Oc3ccccc3C2=O)cc1 | . | ? | ?
COc1cccc(C2CC(c3ccc(NS(C)(=O)=O)cc3)=NN2C(=O)c2ccccc2)c1OC (stereo not drawn) | -22% | -12% | ?
Cc1noc(C)c1COc1ccc(CC(=O)NCCc2ccccn2)cc1 | 1% | 2% | -8%
CC(=O)N(C(C)=O)S(=O)(=O)c1ccc(N=NN2CCOCC2)cc1 | -9% | -2% | -22%
COc1ccc(C(=O)COC(=O)C(Cc2c[nH]c3ccccc23)NC(=O)c2ccc(C(C)(C)C)cc2)cc1 (stereo not drawn) | . | 2% | 18µM*
COc1nc(-c2ccc(Cl)cc2)ccc1-c1noc(-c2cccs2)n1 | 11% | -5% | 3%
O=C(CSc1nc2ccccc2n1Cc1ccccc1)N/N=C/c1ccco1 | -13% | -7% | ?
CCN(Cc1ccccc1)C(=O)CN1C(=O)NC(CC)(c2ccc(F)cc2)C1=O (stereo not drawn) | -11% | -12% | -4%
CCOC(=O)C1CCN(C(=O)CS(=O)(=O)Cc2nc(-c3ccccc3Cl)oc2C)CC1 | -2% | 3% | -18%
O=C(CSc1nc2cc(S(=O)(=O)N3CCOCC3)ccc2o1)NC1CCCc2ccccc21 (stereo not drawn) | ? | 1% | ?
COc1ccc(C(=O)OCC(=O)NCc2ccco2)cc1S(=O)(=O)N1CCN(c2cccc(Cl)c2)CC1 | -6% | 10% | -19%
Cc1cccn2c(=O)c3cc(C#N)c(=O)n(-c4c(C)n(C)n(-c5ccccc5)c4=O)c3nc12 | 1% | 17% | ?
CCN(Cc1nc(-c2ccc(OC)cc2)no1)C(=O)c1ccc2c(c1)OCO2 | 20% | -1% | -7%
Cc1ccc(OC(=O)c2ccc(S(=O)(=O)N(C)C)cc2)c(-n2nc3ccccc3n2)c1 | 29% | -20% | -10%
O=C(O)c1ccc2c(c1)C1C=CCC1C(c1ccncc1)N2 (stereo not drawn) | 16% | 13% | -6%
CS(=O)(=O)c1ncc(N(Cc2ccco2)Cc2ccco2)c(C(=O)Nc2ccccc2Br)n1 | . | 4% | ?
Nc1ncnc2c1CCC2 | -2% | 8% | -8%
Cc1cc(C)n(C(=O)/C(C#N)=N\Nc2ccccc2[N+](=O)[O-])n1 | -11% | 2% | 12%
CC(C)c1nn2c(=O)cc(COC(=O)c3ccc(NC(=O)C4CCCCC4)cc3)nc2s1 | . | 1% | ?
COc1cccc(C(=O)NNC(=O)C(=O)Nc2ccc(C)cc2)c1 | 0% | -8% | ?
COc1ccc(NC(=O)c2sc3nc(C)cc(C)c3c2N)cc1 | ? | -13% | -1%
CSc1ccc(S(=O)(=O)N2CCC(C(=O)NCCc3ccccc3)CC2)cc1 | -21% | 21% | ?
O=C(CCSc1nnc2ccccn12)Nc1ccc2c(c1)OCO2 | 1% | -10% | -1%
COc1cc2[nH]c(C(=O)N3CCN(c4ccc(F)cc4)CC3)cc2c(OC)c1OC | -5% | 3% | 20%
COc1ccc(S(=O)(=O)Nc2ccc3c(c2)C(=O)N([C@H](C)CO)C[C@H](C)[C@@H](CN(C)S(=O)(=O)c2c(C)noc2C)O3)cc1 | . | -23% | -1%
CCOC(=O)[C@@H]1[C@H]2COc3cc(OC)ccc3[C@H]2N2C(=O)N(c3ccc(C)cc3)C(=O)[C@]12C | . | -16% | -33%
COc1ccc(S(=O)(=O)NCC2CCCN(C(=O)c3cccnc3C)C2)cc1 (stereo not drawn) | 0% | 15% | -14%
CCN(CC(=O)NCc1cccs1)c1nnnn1-c1ccccc1 | 3% | 7% | ?
CC1=NN(C(N)=S)C(=O)C1N=Nc1c(Br)cc(Br)cc1Br (stereo not drawn) | -10% | -11% | -28%
O=C(Nc1ccc(OCC(=O)N2CCC(Cc3ccccc3)CC2)cc1)c1ccco1 | 4% | -4% | 21µM*
CCc1ccc(OCC(O)CN2CCN(c3ccccn3)CC2)cc1 (stereo not drawn) | -11% | -13% | -28%
COc1ccc(NC(=O)N(C)C[C@H]2Oc3ccc(NC(=O)Cc4ccccc4)cc3C(=O)N([C@H](C)CO)C[C@@H]2C)cc1 | . | 20% | -24%
COc1ccc(N=C2SC(CC(=O)Nc3ccccc3OC)C(=O)N2Cc2ccco2)cc1 (stereo not drawn) | -5% | -11% | ?
CC(=O)c1sc(N2CCOCC2)nc1-c1ccccc1 | -3% | 3% | 5%
CC(C)CCn1cnc2c(cnn2-c2ccc(F)cc2)c1=O | 21% | 7% | 3%
O=C(N/N=C/c1ccccc1)c1ccc(CN2C(=O)c3cccc4cccc2c34)cc1 | 2% | 0% | -12%
COc1cc(/C=C/C(=O)c2cccs2)cc(OC)c1OC | -8% | . | 3.8µM*
CCOc1cccc(CN2CCCC(CNC(=O)c3cccc(OC)c3OC)C2)c1 (stereo not drawn) | -12% | 9% | -30%
Cn1c(C(=O)NCCCN2CCOCC2)cc2c(=O)n(C)c3ccccc3c21 | -3% | -23% | -14%
CN(C(=O)COC(=O)c1ccc(Cl)c(N)c1)c1ccccc1 | -2% | 5% | 12%
NS(=O)(=O)c1ccc(N2CCCCCC2)c([N+](=O)[O-])c1 | -3% | -2% | -7%
CSc1nsc(/C=C/Nc2ccc(O)cc2C)c1C#N | ? | ? | ?
O=C(c1ccco1)[C@@H]1[C@@H]2C(=O)N(c3ccccc3)C(=O)[C@@H]2C2c3ccccc3C=CN21 (stereo partly drawn) | 9% | -18% | -7%
O=C1C2ON(c3ccccc3)C(c3ccncc3)C2C(=O)N1c1ccc(N2CCOCC2)cc1 (stereo not drawn) | -6% | 19% | 11%
COC(=O)c1ccc(CSc2nnc(Nc3ccc(C)cc3)s2)o1 | 5% | -4% | ?
Cc1ccc(NC(=O)Nc2nnc(-c3ccncc3)s2)cc1C | -17% | -11% | 21µM*
Cc1nc2ccc(NC(=O)c3cccc(S(=O)(=O)N4CCOCC4)c3)cc2s1 | . | 3% | ?
Cc1cccc(NC(=O)CNC(=O)COC(=O)CCS(=O)(=O)c2ccccc2)c1C | -2% | -9% | 6%
CCc1nnc(SC(C)C(=O)Nc2nccs2)n1C (stereo not drawn) | -16% | -1% | -10%
COC(=O)c1ccc(CSc2nnc(CNC(=O)c3ccccc3F)o2)o1 | 3% | -9% | -12%
CCCCN(CC)Cc1ccc(CNC(=O)Nc2ccccc2)o1 | -6% | -5% | 18µM*
CCOc1ccc(CN2C(=O)C(=O)c3cccc(C)c32)cc1OC | . | 2% | ?
COc1ccc(CC(=O)OCC(=O)N(CC(C)C)c2c(N)n(Cc3ccccc3)c(=O)[nH]c2=O)cc1 | -14% | 25% | -27%
COCCN1C=C2C(=O)C(C)(OC(=O)C3CCCC3)C(=O)C(c3ccccc3)=C2C=C1CCCC(=O)OC (stereo not drawn) | -12%[12.8 µM] | -4% | ?
COc1ccc(/C=C/C(=O)Nc2ccc(Cl)c(Cl)c2)cc1 | . | -11% | ?
CCc1noc(C)c1C(=O)OCC(=O)NC(=O)c1ccccc1 | 2% | 18% | 11%
O=C(CSc1nnc(-c2ccncc2)n1C1CCCCC1)Nc1ccccc1 | -21% | 7% | 2%
O=C(Nc1cccc(-c2cn3ccccc3n2)c1)c1ccccc1 | -4% | -9% | ?

Additional structures follow:
structure | N370S GC | FEN1 inh | TDP1 cell CPT
COC(=O)c1c(NC(=S)Nc2cc(OC)c(Cl)cc2OC)sc2c1CCCCC2 | 14% | -17% | 5%
Cc1ccc([N+](=O)[O-])cc1NC(=O)CN(C1CCCCC1)S(=O)(=O)c1ccc(Cl)cc1 | 19% | -18% | ?
Cc1ccc(NC(=O)CCC(=O)N/N=C/c2coc3ccc(F)cc3c2=O)cc1 | . | 10% | -1%
O=C(NCCN1C(=O)S/C(=C\c2ccccc2)C1=O)c1cc(S(=O)(=O)N2CCOCC2)c(Cl)cc1Cl | -4% | -9% | 21µM*
O=C1C(Nc2cccc(O)c2)=C(N2CCCCC2)C(=O)c2ccccc21 | -2% | ? | 8.2µM*
Nc1nc(SCc2ccc(Cl)cc2)[nH]c(=O)c1-c1ccccc1 | 14% | -1% | -18%
Cc1ccc(NC(=O)C2CCN(S(=O)(=O)c3cccc4nonc34)CC2)nc1 | -1% | 8% | -6%
O=C(N/N=C/c1ccsc1)c1ccc2c(c1)OCO2 | . | 1% | -9%
CC(C)(C)CC(=O)Nc1cc(S(=O)(=O)N2CCOCC2)ccc1N1CCCC1 | 14% | -1% | -17%
CCc1ccc(C(=O)COC(=O)c2ccco2)cc1 | -3% | 14% | -2%
COc1ccc2c(c1)c1c(c(=O)n(-c3ccccc3C)c(=O)n1CC(N)=O)n2C | . | 18% | -29%
Fc1ccc(CNc2nc(-c3ccc(Cl)cc3)cc(C(F)(F)F)n2)cc1 | . | -33% | 23µM*
CC(=O)c1cc(F)c(N2CCN(C(=O)c3ccco3)CC2)cc1C | 4% | 1% | -96%
C=C(C)CNC(=S)NN=C1c2ccccc2-c2ccccc21 | 16% | -14% | ?
COc1cc(C(=O)NCCS(=O)(=O)N2CCN(c3ccccc3)CC2)cc(OC)c1OC | . | -2% | 21µM*
O=C1CSC(=Nc2ccc(Cl)cc2)N1Cc1cccnc1 | 10% | 4% | -25%
COc1ccc(-c2cn3c(n2)sc2cc(C(=O)Nc4cc(Cl)ccc4C)ccc23)cc1 | . | 5% | 6.5µM*
Cc1ccc(C)c(OCCCn2c(-c3ccc(Cl)cc3)nc3ccccc3c2=O)c1 | . | ? | -10%
O=C(c1cccs1)N(Cc1cccc(F)c1)C1CCS(=O)(=O)C1 (stereo not drawn) | -5% | 19% | -4%
CCN(CC)CC(=O)Nc1c(C#N)cnn1-c1ccccc1 | 0% | -2% | 13%
O=C(NCCCN1CCOCC1)C1CCCN(S(=O)(=O)N2CCCCC2)C1 (stereo not drawn) | -12% | 0% | -8%
COc1ccc(Cl)cc1S(=O)(=O)NCCCn1ccnc1 | 1% | -4% | 3%
COc1cc(C(=O)NC2CCN(C)CC2)ccc1Nc1ncc2c(n1)N(C1CCCCC1)CCC(=O)N2C | . | ? | 0.92µM*
CCCN(C(=O)CSc1ncccn1)C1CCS(=O)(=O)C1 (stereo not drawn) | . | -11% | 0%
O/N=C1\CCSc2ccc(F)cc21 | 7% | 14% | -11%
Cc1ccc(OCCCCNC2CCCC(C)C2C)c(C)c1 (stereo not drawn) | ? | -2% | 8.2µM*
CCC1CCCCN1CCCNC(=O)CSc1nc2nc(C)c(Cc3ccc(C)cc3)c(C)n2n1 (stereo not drawn) | -9% | -9% | 23µM*
Cc1coc2cc3oc(=O)c(CCC(=O)NCCCN4CCOCC4)c(C)c3cc12 | 8% | 20% | ?
Cc1ccc(OCCSc2nc3ccc(NC(=O)COc4ccc(F)cc4)cc3s2)cc1 | . | 19% | ?
Cc1ccc(-c2cc(C(F)(F)F)n3nc(C(=O)N4CCN5CCCC5C4)cc3n2)cc1 (stereo not drawn) | 1% | -14% | ?
O=C(O)CC(CC(=O)Nc1ccc(F)c(Cl)c1)c1ccc(Cl)cc1Cl (stereo not drawn) | -3% | 5% | 6%
COc1cc2cc(NC(C)=O)cc(NCc3ccccc3)c2cc1OC | -14% | 3% | 33%[activator]
CC(C)c1cc(C(=O)N/N=C/c2cccnc2)n[nH]1 | 7% | -5% | 0%
CSc1ccccc1C(=O)N1CCC(n2nccc2NC(=O)C(C)(C)C)CC1 | -3% | 3% | -24%
C=CCn1c(C(O)c2ccccc2)nc2ccccc21 (stereo not drawn) | 1% | 2% | 15%
O=C(NCc1ccncc1)C(=O)NCC(c1ccco1)N1CCN(c2ccc(F)cc2)CC1 (stereo not drawn) | -2% | 0% | ?
